Giardia FBPA inh – qHTS Assay for Inhibitors of Fructose-1,6-bisphosphate Aldolase from Giardia Lamblia; Potency, µM (series often up to 59.6 µM), for inactives: at the highest dose activity, negative = inhibition, actives largely listed as inhibitors; purified Giardia FBPA; AID 2451, 2010; A8B2U2; 0.71% of 290,000 active; active means well fitted inhibition curve with a large enough effect; further: nearly all actives have a fitted effect of over 55% in size
Target sequence (A8B2U2 whole entry, looked up): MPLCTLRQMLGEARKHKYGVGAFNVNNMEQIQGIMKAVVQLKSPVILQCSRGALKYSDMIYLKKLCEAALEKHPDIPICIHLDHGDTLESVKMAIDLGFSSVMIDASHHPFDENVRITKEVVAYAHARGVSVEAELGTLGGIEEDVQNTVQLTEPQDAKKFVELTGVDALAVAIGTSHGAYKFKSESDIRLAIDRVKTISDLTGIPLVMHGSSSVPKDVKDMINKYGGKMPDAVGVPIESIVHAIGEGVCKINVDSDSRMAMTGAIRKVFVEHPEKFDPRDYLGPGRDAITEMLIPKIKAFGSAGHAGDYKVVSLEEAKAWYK
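Giardia FBPA (40 nM reagent) was preincubated 10 min at RT with compound (up to 57.5 uM final), then substrate plus GAPDH/TPI/NAD/arsenate coupling system with diaphorase/resazurin was added; resorufin fluorescence (525/598 nm) was read after 20 min.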
Numbers without * were called inactive; & = joins results of further samples; [ ] = dose if it differs, or a comment. On the % scale 0 is the no-effect control and ±100 the full control effect; potency means the concentration at half of the fitted maximal effect. The list is partial, so the mix of outcomes need not match the whole.

| Structure | Giardia FBPA inh |
| --- | --- |
| O=C1[C@@H]2[C@H]3[C@H](O)[C@H](O)C/C(=N/OC[C@@H](O)COCc4ccco4)[C@@H]3CC[C@H]2C(=O)N1c1ccc(F)cc1F | 1.4%[12.9 µM] |
| CC(C)(C)N1C(=O)[C@H]2[C@H]3[C@H](O)[C@H](O)C/C(=N/NC(=O)OCc4ccccc4)[C@H]3CC[C@@H]2C1=O | -0.3%[12.9 µM] |
| CCCCC[C@H](O)/C=C/C=C/C/C=C\CCCC(=O)O | 6.4% |
| CC(=O)Oc1ccc2c(c1)CCC1C2CC[C@@]2(C)C1CC(OC(C)=O)C2OC(C)=O (some centres undefined) | -4.4% |
| COCCNc1nc(C)nc2c1nc(-c1ccccc1)n2CC1CCN(C)CC1 | 3.1% |
| O=c1c(O)c(-c2ccc(O)cc2)oc2ccc(O)cc12 | 8.3% |
| COC(=O)[C@@]1(Cc2ccc(OC)cc2)[C@H]2c3cc(C(=O)N(C)C)n(Cc4ccc(C)c(F)c4F)c3C[C@H]2CN1C(=O)c1ccccc1 | -6.8% |
| C=C(C(C)=O)C(O)c1ccc([N+](=O)[O-])cc1 (centres undefined) | -1.1% |
| COC(=O)[C@@]1(Cc2ccc(OC)cc2)[C@H]2c3cc(C(=O)N(C)C)n(Cc4ccc(C)o4)c3C[C@H]2CN1C(=O)c1ccccc1 | -6.4% |
| CCOC(=O)CCCNC(=O)N1CCc2nc(-c3ccccc3)c3c(c2C1)CO[C@@H](C)C3 | 6.4%[12.9 µM] |
| c1ccc(-c2nc(-c3cccc4ccccc34)c(NC3CCCCC3)o2)cc1 | 2.2% |
| COc1ccc(NC(=O)N2CCc3nc(-c4ccccc4)c4c(c3C2)CO[C@@H](C)C4)cc1 | 4.0%[12.9 µM] |
| c1cncc(CNc2ncncc2-c2ccoc2)c1 | -28.0% |
| O=C(c1ccncc1)N1CCC2(CCN(Cc3ccccc3)CC2)CC1 | 3.1% |
| COC(=O)C1=C(C(=O)OC)[C@@H]2Nc3ccccc3[C@@]23C[C@@H](C(=O)OC)N(S(=O)(=O)c2ccc(OC)cc2)C3=N1 | 2.9%[12.9 µM] |
| Cc1noc(C)c1C(=O)N1CCC2(CCN(Cc3cc(C(F)(F)F)cc(C(F)(F)F)c3)CC2)CC1 | -4.1% |
| CC1(O)C(=O)C=C2C=C(c3ccc(C#N)cc3)OC=C2C1=O (centres undefined) | -13.0% |
| COC(=O)C1=C2N(Cc3ccccc3)C(C)=C(C(=O)OC)C(c3ccccc3)N2C(=O)[C@](O)(C(=O)OC)C1 (some centres undefined) | 0.9%&-6.3%[12.9 µM] |
| CCCCCCCCCCCCCCSCC(=O)O | 18.7% |
| CCNc1ncc2nc(-c3ccc(F)cc3)c(=O)n(-c3ccc(OC)cc3)c2n1 | -18.6% |
| COc1ncc2nc(-c3cc(F)cc(F)c3)c(=O)n(C3CC3)c2n1 | 0.0% |
| COc1ccc(NC(=O)N2CC3(CCN(C(=O)c4cnccn4)CC3)C2)cc1 | 0.0% |
| O=C(c1cc(C(F)(F)F)cc(C(F)(F)F)c1)N1CCC2(CCCN(c3ccccc3)C2)CC1 | 0.1% |
| COc1ccc2c(c1)O[C@@H](c1cccc(C(F)(F)F)c1)[C@H](OC(=O)NCc1ccco1)C2=O | -1.0% |
| COC(=O)[C@@]1(Cc2ccc(OC)cc2)[C@H]2c3cc(C(=O)N(C)C)n(Cc4ccc(Cl)c(C(F)(F)F)c4)c3C[C@H]2CN1C(=O)c1ccccc1 | -12.7% |
| CCCCS(=O)(=O)N1CCc2nc(COc3ccccc3)c3c(c2C1)CO[C@@H](C)C3 | 2.2%[12.9 µM] |
| CC(=O)N1CCC2(CC1)CN(c1cccc(-c3ccccc3)c1)C2 | -9.1% |
| CS(=N)(=O)CC[C@H](N)C(=O)O (some centres undefined) | 0.8% |
| N#CC(=C(/N)Sc1ccccc1N)/C(C#N)=C(/N)Sc1ccccc1N | -1.8% |
| COC(=O)c1ccc(C(NC(=O)OCc2ccccc2)/C(C)=C/[C@@H](C)C(=O)NCc2cccnc2)cc1 (some centres undefined) | 3.6% |
| COc1ccc(COC(=O)N/N=C2/C[C@@H](O)[C@@H](O)[C@@H]3[C@H]4C(=O)N(c5ccc(F)cc5F)C(=O)[C@@H]4CC[C@@H]23)cc1 | 0.2%[12.9 µM] |
| CCCCCCCCCCCCC/C=C\[C@@H](O)[C@@H](N)CO | 11.5% |

Some of the entries so far, as labelled records:
SMILES: COc1ccc(COC(=O)N/N=C2/C[C@@H](O)[C@@H](O)[C@@H]3[C@H]4C(=O)N(c5ccc(F)cc5F)C(=O)[C@@H]4CC[C@@H]23)cc1
  Giardia FBPA inh: 0.2%[12.9 µM]

SMILES: CCCCCCCCCCCCC/C=C\[C@@H](O)[C@@H](N)CO
  Giardia FBPA inh: 11.5%

Going on with the list:
| Structure | Giardia FBPA inh |
| --- | --- |
| c1ccc(Nc2ncnc3ccc(-c4ccc5c(c4)OCO5)cc23)cc1 | -18.5% |
| COC(=O)[C@@]1(Cc2ccc(F)cc2)[C@H]2c3cc(C(=O)N(C)C)n(Cc4ccc(Cl)c(C(F)(F)F)c4)c3C[C@H]2CN1C(=O)c1ccccc1 | -6.6% |
| COc1ccc(-c2nc3cnc(N4CCN(C)CC4)nc3n(-c3ccc(OC)cc3)c2=O)cc1 | -22.0% |
| Cc1cc([C@](C)(N)C(=O)O)ccc1P(=O)(O)O | -12.0% |
| COc1ccccc1-c1nc(NC2CC2)c2ccccc2n1 | 8.7% |
| COc1ccc(-c2nc3cnc(N4CCN(C)CC4)nc3n(CCC#N)c2=O)cc1 | -2.6% |
| NCCS(=O)O | 0.2%&2.6% |
| CC(N)C(O)c1ccc(O)c(O)c1 (centres undefined) | -27.7% |
| O=C(Oc1ccccc1)C1O[C@@H]1c1ccccc1 (some centres undefined) | 0.9% |
| CC(=O)N1CCC2(CCCN(Cc3cc(C(F)(F)F)cc(C(F)(F)F)c3)C2)CC1 | 6.2% |
| N#Cc1ccc(CN2CC[C@@]3(CCCN(C(=O)c4cnccn4)C3)C2)cc1 | 2.8% |
| COc1ccc(-n2c(=O)c(-c3ccccc3)nc3cnc(N4CCNCC4)nc32)cc1 | 0.6% |
| CCCCCCCCCCCCCc1ccco1 | -3.5% |
| CN(C)c1ncc2nc(-c3ccc(Cl)cc3)c(=O)n(C)c2n1 | 7.0% |
| CN1CC[C@@]2(c3cccc(O)c3)Cc3nc4ccccc4cc3C[C@H]2C1 | -7.5% |
| CC(C)(CS)C(=O)N1CCC[C@H]1C(=O)O | -10.7%[21.7 µM] |

Later entries.
SMILES | Giardia FBPA inh
C=C/C(=C\C)C[C@@H](CC(=O)N[C@@H](CCC(=O)O)CC(=O)O)NC(=O)[C@@H]1CNCC[C@H]1NC(=O)C[C@@H](NC(=O)C[C@H](Cc1ccccc1)NC(=O)[C@@H]1CCCC[C@H]1N)C(C)C | 12.0%
C[C@@H]1O[C@H](C[N+](C)(C)C)CS1 | -1.6%
COC(=O)C1=CO[C@@H](C)[C@@H]2CN3CC[C@]4(C(=O)Nc5c4ccc(OC)c5OC)[C@H]3C[C@H]12 | 0.6%
C=CCOC(=O)N[C@@H](CCc1ccccc1)C(C(C)=O)C(C)=O | -0.2%
C=C1C([C@@]2(C)C(OC(C)=O)CC(=O)O[C@@](C)(COC(C)=O)C2CC(=O)OC)C(OC=O)C(OC(=O)C(OC(C)=O)C(C)CC)[C@]2(C)C(c3ccoc3)CC(=O)C12O (some centres undefined) | -14.5%
C/C=C/c1ccc2oc(-c3ccc(O)cc3)c(C)c2c1 | 0.2%
N#Cc1nc(NCCCCO)nc(Nc2ccccc2)n1 | 1.8%
O=c1c(-c2ccccc2)nc2cnc(N3CCOCC3)nc2n1Cc1ccc(F)cc1 | -2.5%
CC(C)[C@H](CO)Nc1nc(Nc2cccc(Cl)c2)c2ncn(C(C)C)c2n1 | -6.0%
COC(=O)CCCC[C@@H]1SC[C@@H]2NC(=O)N[C@@H]21 | 5.0%
CCC1(C)CC(=O)NC1=O (centres undefined) | -2.0%&6.4%
N[C@@H](C(=O)O)c1ccc(P(=O)(O)O)cc1 | 2.1%
C#CCOS(=O)OC1CCCCC1Oc1ccc(C(C)(C)C)cc1 (centres undefined) | -8.3%
Cn1cccc1C(=O)N1CCC2(CCN(C(=O)Nc3cccc(F)c3)CC2)CC1 | 3.2%
Clc1ccccc1-c1ccc2ncnc(NC3CCNCC3)c2c1 | 3.2%
CCC/C=C(\CCC)C(NS(=O)(=O)c1ccccc1)c1ccc(C(F)(F)F)cc1 (centres undefined) | -8.8%
Cc1noc(C)c1C(=O)N1CCC[C@@]2(CCN(c3cccc(-c4ccccc4)c3)C2)C1 | -10.7%
Cn1c(=O)c(-c2cc(F)cc(F)c2)nc2cnc(Oc3ccccc3)nc21 | 4.7%
NC/C=C\C(=O)O | 0.4%&-9.2%
COC(=O)C/C=C\[C@@H](C)[C@@H](/C=N\OC[C@@H](O)[C@H]1O[C@H]2OC(C)(C)O[C@H]2[C@@H]1O)OC | -0.4%[12.9 µM]
O=C(N[C@@H](c1ccccc1)[C@@H]1C[C@H]1C(=O)NCc1ccccc1)OCc1ccccc1 | 7.8%
COC(=O)[C@H]1C[C@@H]1[C@H](NC(=O)c1cc(C)nn1C)c1ccccc1 | 3.5%
CN1CCN(c2ncncc2-c2ccc(N(C)C)cc2)CC1 | -22.9%
Cc1cc(O)c(C)c2c1CC[C@H]1[C@H](C)C(=O)O[C@H]21 | 1.0%
Cc1noc(C)c1C(=O)N1CCC2(CCCN(C(=O)NC(C)C)C2)CC1 | 4.1%
CC(C)(C)Nc1oc(-c2ccccc2)nc1-c1ccccc1 | -0.4%
O=c1cc(-c2ccccc2O)oc2c1ccc1ccccc12 | 3.6%
COc1ccc(Oc2ncc3nc(-c4cccs4)c(=O)n(Cc4cccc(OC)c4)c3n2)cc1 | -20.1%
O=C(c1csnn1)N1CCC2(CCCN(c3cccc(-c4ccccc4)c3)C2)CC1 | -6.4%
O=C(/C=C/c1ccccc1)OC1CC(O)C2(O)C=CO[C@@H](OC3OC(CO)C(O)C(O)C3O)C12 (some centres undefined) | 5.0%
COc1ccc(C(C)=O)c(O)c1 | 2.7%
CC(=O)NCCNc1ncnc2ccc(-c3ccccc3C)cc12 | 6.8%
COc1ccc(-c2nc3cnc(OC)nc3n(CCC#N)c2=O)cc1 | 8.7%
O=CN1CC2CC(C1)c1cccc(=O)n1C2 (centres undefined) | 4.8%
CCCCC/C=C\C[C@@H]1O[C@H]1C(O)/C=C\C/C=C\CCCC(=O)O (some centres undefined) | 0.4%
CC(=O)N1C2(C=CC1(C)C(=O)NCc1ccc(C)o1)CCCCC2 (centres undefined) | -15.0%
COc1ccc(Oc2ncc3nc(-c4cccc(C#N)c4)c(=O)n(C)c3n2)cc1 | 9.2%
C=C(C(C)=O)C(O)c1ccco1 (centres undefined) | -29.9%
COC(=O)C1=C(C)[C@@H](O)[C@@H](C)[C@H](c2c(OC)c(OC)c(C)c(OC)c2OC)O1 | 5.5%[12.9 µM]
COc1ccc2c(c1OC)C(=O)O[C@H]2[C@H]1c2cc3c(cc2CCN1C)OCO3 | -5.6%[21.7 µM]

Part of the list above in another layout:
C=C(C(C)=O)C(O)c1ccco1 (centres undefined)
  Giardia FBPA inh: -29.9%
COC(=O)C1=C(C)[C@@H](O)[C@@H](C)[C@H](c2c(OC)c(OC)c(C)c(OC)c2OC)O1
  Giardia FBPA inh: 5.5%[12.9 µM]
COc1ccc2c(c1OC)C(=O)O[C@H]2[C@H]1c2cc3c(cc2CCN1C)OCO3
  Giardia FBPA inh: -5.6%[21.7 µM]

More structures:
SMILES | Giardia FBPA inh
Cn1cccc1C(=O)N1CCC2(CC1)CN(Cc1cc(C(F)(F)F)cc(C(F)(F)F)c1)C2 | 0.7%
CC[C@@]1(O)C(=O)OCc2c1cc1n(c2=O)Cc2cc3cc(O)ccc3nc2-1 | -8.4%&-2.2%
CCN1C(=O)[C@H]2[C@H]3[C@H](O)[C@H](O)C/C(=N/OCc4ccccc4)[C@H]3CC[C@@H]2C1=O | -0.5%[12.9 µM]
COc1cc(OC)c2c(=O)c(-c3ccccc3)c(C)oc2c1OC | 0.2%
CC1CCC(C(=O)O)NC1c1cccc(N2CCCC2=O)c1 (centres undefined) | 4.6%[12.9 µM]
CN(C)c1ncc2nc(-c3ccc(Cl)cc3)c(=O)n(Cc3ccc(F)cc3)c2n1 | -9.3%
Cc1ccc(CNC(=O)[C@H](C)[C@@H]2C[C@@]2(C)[C@@H](NC(=O)OCc2ccccc2)c2ccccc2)o1 | -1.4%
O=c1cnc2cncnc2n1Cc1ccccc1Cl | -3.3%
COc1cc2c(cc1OC)[C@H](C)N(CC1C(=O)O[C@@H]3C[C@@]4(C)CCC[C@H](C)[C@@]45OC5[C@H]13)CC2 (some centres undefined) | 0.7%
CC1=CCCC2C1(C)CCC(C)C2(C)CC/C(C)=C/C[n+]1cn(C)c2c(N)ncnc21 (centres undefined) | -0.4%
O=C(c1ccncc1)N1CCC2(CC1)CCN(c1cccc(-c3ccccc3)c1)CC2 | -1.6%
CC(C)CCCC1(C)C=Cc2c(O)c3c(c(CCC(C)C)c2O1)OC12C(CC4CC1C(C)(C)OC2(CCC(C)C(=O)O)C4O)C3=O (centres undefined) | -2.1%
COc1cccc(Cn2c(=O)c(-c3ccccc3)nc3cnc(N(C)C)nc32)c1 | 4.9%
CC(=O)Oc1c(C)cccc1C(=O)O | -20.0%
COc1ccc(-c2nc3cnc(Oc4cccc(Cl)c4)nc3n(C[C@H]3CCCO3)c2=O)cc1 | 0.1%
CC(C)C[C@@H](CC(=O)N[C@@H](CCC(=O)O)CC(=O)O)NC(=O)[C@@H]1CNCC[C@H]1NC(=O)C[C@H](CCCN)NC(=O)C[C@H](Cc1c[nH]c2ccccc12)NC(=O)[C@@H]1CNCC[C@H]1N | -20.0%
NCC1OC(O[C@@H]2[C@H](O)[C@@H](OC3C(O)C(N)CC(N)C3OC3OC(CO)C(O)C(O)C3N)O[C@@H]2CO)C(N)C(O)C1O (some centres undefined) | 1.2%
